Screening data deposited in PubChem BioAssay by several laboratories.
Y pestis TopoI: Y. pestis Topo-I inhibition via cleavage products. Y. pestis Topo-I cleavage product accumulation, plate reader. activity, % at 10 µM. hit rate 0.064% among 360,000. AID 504884; in the data active = activity above about 50%, passing the limit was not always enough; inconclusive = no clear call, values can overlap the other calls; note: inactives centre near 2
Anthrax LF inh2: inhibitors of Bacillus anthracis lethal factor protease; P15917; multiplex microsphere protease cleavage assay, LF; inhibition, % at 10 µM; hit rate 0.12% among 360,000; note: plate controls were buffer without enzyme for full effect and enzyme alone for no effect
BoNT A protease: BoNT A light chain protease inhibition; multiplex microsphere protease substrate cleavage, flow cytometry; inhibition, % at 10 µM; hit rate 0.17% among 360,000; AID 588499; note: plate controls were buffer without enzyme for full effect and enzyme alone for no effect
FadD28 binding: M. tuberculosis FadD28 bisubstrate binding inhibition | AID 588549 | FadD28 bisubstrate probe binding, fluorescence polarization | hit rate 0.22% among 360,000 | inhibition, % at 12.5 µM; in the data active = inhibition above about 8.5%, passing the limit was not always enough; inconclusive = no clear call, values can overlap the other calls
PfHsp40 yeast: rescue of PfHsp40-mediated yeast toxicity | AID 504582 | hit rate 0.68% among 340,000 | S. cerevisiae expressing PfHsp40, growth rescue, ATP luminescence | growth rescue, % at 12.5 µM; in the data active = growth rescue above about 28%, passing the limit was not always enough; inconclusive = no clear call, values can overlap the other calls;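 note: yeast W303a lacking pdr1 and pdr3 grown in galactose medium; growth measured after three days at 30 °C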
CCHFV vOTU inh: blocks the CCHF virus ovarian tumor domain protease | CCHFV vOTU protease, Pep-AMC fluorescence | inhibition, % at 11.5 µM | hit rate 0.55% among 370,000 | AID 651958; in the data active = inhibition above about 30%; note: 0% = vehicle wells with enzyme and 100% = no enzyme wells
BoNT F protease: BoNT F light chain protease inhibition. Multiplex microsphere protease cleavage assay, flow cytometry. inhibition, % at 10 µM. hit rate 0.22% among 360,000. AID 588497; in the data active = inhibition above about 35%, passing the limit was not always enough; inconclusive = no clear call, values can overlap the other calls; note: plate controls were buffer without enzyme for full effect and enzyme alone for no effect
PrPC TRFRET: inhibitors of human cell surface prion protein PrPC | P04156 | TR-FRET read-out | inhibition, % at 13.8 µM | hit rate 0.43% among 370,000 | AID 720596; in the data active = inhibition above about 24%; note: 0% = median of the test wells and 100% = reference compound wells
TcdB inh: blocks C. difficile toxin B glycohydrolase activity | P18177 | TcdB glycohydrolase enzymatic assay, plate reader | inhibition, % at 9.99 µM | hit rate 0.24% among 350,000 | AID 652162; in the data active = inhibition above about 10%
Target sequence (P18177 whole entry, looked up): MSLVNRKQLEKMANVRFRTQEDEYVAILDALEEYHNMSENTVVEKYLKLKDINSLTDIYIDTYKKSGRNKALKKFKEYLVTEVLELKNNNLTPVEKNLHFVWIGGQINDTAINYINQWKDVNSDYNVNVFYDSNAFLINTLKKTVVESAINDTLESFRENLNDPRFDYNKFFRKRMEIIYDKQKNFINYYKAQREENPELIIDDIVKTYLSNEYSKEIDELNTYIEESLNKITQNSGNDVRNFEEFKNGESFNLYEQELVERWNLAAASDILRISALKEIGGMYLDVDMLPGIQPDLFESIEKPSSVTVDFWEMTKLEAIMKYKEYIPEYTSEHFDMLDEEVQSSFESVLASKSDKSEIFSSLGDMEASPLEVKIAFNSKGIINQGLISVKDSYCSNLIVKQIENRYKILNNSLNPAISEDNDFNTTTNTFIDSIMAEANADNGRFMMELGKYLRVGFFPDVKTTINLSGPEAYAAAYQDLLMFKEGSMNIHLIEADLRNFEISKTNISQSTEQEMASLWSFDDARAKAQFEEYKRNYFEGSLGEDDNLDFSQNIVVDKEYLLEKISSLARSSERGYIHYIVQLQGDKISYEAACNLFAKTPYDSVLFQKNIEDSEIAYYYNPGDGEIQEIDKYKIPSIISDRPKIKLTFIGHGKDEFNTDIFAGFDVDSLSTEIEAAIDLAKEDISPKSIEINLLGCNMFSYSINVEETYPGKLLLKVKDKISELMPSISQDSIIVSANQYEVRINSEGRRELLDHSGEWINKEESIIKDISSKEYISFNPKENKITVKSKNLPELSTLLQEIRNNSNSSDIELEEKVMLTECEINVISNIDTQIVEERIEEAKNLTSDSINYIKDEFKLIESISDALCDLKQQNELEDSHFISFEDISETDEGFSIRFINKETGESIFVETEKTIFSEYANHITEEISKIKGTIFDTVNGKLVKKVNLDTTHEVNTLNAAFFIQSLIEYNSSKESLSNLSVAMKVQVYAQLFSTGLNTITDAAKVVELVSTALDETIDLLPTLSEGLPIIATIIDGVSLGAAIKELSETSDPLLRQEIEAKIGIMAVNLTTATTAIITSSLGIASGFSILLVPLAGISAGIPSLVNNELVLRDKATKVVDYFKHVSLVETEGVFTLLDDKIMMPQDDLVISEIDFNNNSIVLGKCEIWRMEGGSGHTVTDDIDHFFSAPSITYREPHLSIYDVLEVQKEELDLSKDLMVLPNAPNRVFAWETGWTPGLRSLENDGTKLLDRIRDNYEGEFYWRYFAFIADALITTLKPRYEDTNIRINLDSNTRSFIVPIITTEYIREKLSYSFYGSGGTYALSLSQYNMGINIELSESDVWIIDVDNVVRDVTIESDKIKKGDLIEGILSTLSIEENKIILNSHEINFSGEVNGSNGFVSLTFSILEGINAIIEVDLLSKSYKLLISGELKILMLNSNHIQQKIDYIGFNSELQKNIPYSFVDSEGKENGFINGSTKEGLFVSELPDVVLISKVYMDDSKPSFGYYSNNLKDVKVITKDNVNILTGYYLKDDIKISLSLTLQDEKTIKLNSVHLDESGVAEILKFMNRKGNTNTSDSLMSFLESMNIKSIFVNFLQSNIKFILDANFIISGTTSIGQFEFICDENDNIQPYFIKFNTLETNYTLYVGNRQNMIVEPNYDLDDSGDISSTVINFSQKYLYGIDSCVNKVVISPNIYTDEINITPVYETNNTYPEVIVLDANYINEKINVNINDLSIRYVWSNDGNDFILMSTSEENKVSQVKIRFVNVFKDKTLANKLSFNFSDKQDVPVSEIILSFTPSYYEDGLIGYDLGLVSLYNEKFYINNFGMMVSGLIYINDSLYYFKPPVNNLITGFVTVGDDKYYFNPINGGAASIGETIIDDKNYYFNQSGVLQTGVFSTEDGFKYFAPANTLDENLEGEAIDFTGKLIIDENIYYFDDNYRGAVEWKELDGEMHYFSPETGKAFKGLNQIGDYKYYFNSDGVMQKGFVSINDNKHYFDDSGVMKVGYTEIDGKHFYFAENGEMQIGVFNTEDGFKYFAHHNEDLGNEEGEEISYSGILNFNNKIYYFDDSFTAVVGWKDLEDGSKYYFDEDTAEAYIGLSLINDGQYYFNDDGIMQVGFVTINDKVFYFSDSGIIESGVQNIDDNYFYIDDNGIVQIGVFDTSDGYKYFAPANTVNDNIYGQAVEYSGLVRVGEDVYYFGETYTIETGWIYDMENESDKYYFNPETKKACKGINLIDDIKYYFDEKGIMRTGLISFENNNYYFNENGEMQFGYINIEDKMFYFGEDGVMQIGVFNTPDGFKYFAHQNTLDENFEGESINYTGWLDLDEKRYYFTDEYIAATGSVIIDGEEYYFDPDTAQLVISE
The depositor's hits bear a star; u = inconclusive; x = not tested or not shown. Cut-off read from the data, not from the text of the source, unless noted: active = inhibition above about 30%; inconclusive = no clear call, values can overlap the other calls; inactive = below that. An unsorted share of the library. Share with any hit: about 2.3%.

Values in the order – BoNT F protease | PrPC TRFRET | PfHsp40 yeast | Y pestis TopoI | BoNT A protease | CCHFV vOTU inh | FadD28 binding | Anthrax LF inh2 | TcdB inh
1	CCCn1c(-c2ccc(OC)cc2)nc2ccccc21
  -17 | 1 | 0.5 | 12 | -1.4 | 8 | -9.1 | -6 | x
2	Cc1ccc(S(=O)(=O)N/N=C\c2ccc3c(c2)OCO3)c(C)c1
  3 | 2 | 0.5 | 11 | 1.0 | 16 | -0.7 | -2 | 0.7
3	C=CCC(C)(NCc1ccccc1)c1ccco1 (stereo not given)
  3 | 3 | 0.2 | -5 | 0.3 | -10 | -0.3 | 2 | x
4	O=C(NCC(O)c1nc2ccccc2[nH]1)c1cc([N+](=O)[O-])ccc1F (stereo not given)
  -9 | -32 | x | x | -0.5 | 1 | -3.9 | 2 | 2.4
5	CC(C)(C)c1ccc(C(=O)NCc2ccco2)cc1
  x | -1 | x | -4 | x | -4 | -2.4 | x | 1.9
6	O=C1ON=C(c2ccc(Cl)c([N+](=O)[O-])c2)/C1=C/c1cccc([N+](=O)[O-])c1O
  -4 | -9 | 0.0 | -8 | -0.5 | 5 | -1.6 | -2 | -0.1
7	Fc1ccccc1N1CCN(CCCc2ccccc2)CC1
  u | -7 | 2.1 | 12 | -3.9 | 5 | -1.1 | -14 | 0.3
8	C[C@@H](NC(=O)c1[nH]cnc1C(=O)Nc1nccs1)c1ccccc1
  2 | 4 | -0.8 | 0 | 0.2 | 3 | -7.0 | -3 | 0.7
9	O=C(NC1CCCN(Cc2ccc(Cl)cc2)C1)c1ccccc1C(F)(F)F (stereo not given)
  13 | 2 | -1.9 | 2 | -0.9 | -9 | -1.1 | 3 | 1.0
10	COc1cccc(-c2ccc(C#N)c(OC(=O)c3c(Cl)cccc3Cl)n2)c1
  4 | -1 | -1.6 | 9 | 0.2 | -18 | -5.6 | -2 | x
11	CCN1C(c2ccccc2)C(C)C(=O)C(C)C1c1ccccc1 (stereo not given)
  -2 | -3 | -1.1 | 2 | 0.0 | -8 | -1.1 | 3 | x
12	COCc1ccc(C(=O)N2CCCC(N3CCN(c4cccc(Cl)c4)CC3)C2)s1 (stereo not given)
  1 | 3 | x | 44 | -0.4 | 0 | -2.1 | -2 | -1.3
13	Cc1ccc(NC(CNS(=O)(=O)c2ccc(Cl)cc2)c2ccccc2)cc1 (stereo not given)
  -58 | 0 | 2.4 | 2 | -4.4 | 10 | -0.8 | -11 | x
14	O=P(Oc1ccccc1)(Oc1ccccc1)c1ccccc1
  -10 | -4 | 0.6 | -1 | -0.1 | 8 | 0.5 | -2 | 1.0
15	O=C(CSc1ccc2nnc(-c3ccc(Cl)cc3)n2n1)N1CCc2ccccc21
  -4 | 9 | 1.1 | 3 | -0.9 | -1 | -3.5 | -5 | -1.2
16	CCCN(C#N)c1nc(NCC)nc(NC(C)C)n1
  4 | 9 | 0.1 | 1 | 0.1 | 3 | -2.4 | 0 | x
17	Cc1ccc(C(=O)c2ccccc2C(=O)OCC(=O)NCC2CCCO2)cc1 (stereo not given)
  -3 | -2 | -0.7 | -5 | 0.1 | 0 | -1.9 | -3 | 5.2
18	COc1ccc(NC(=O)Cc2ccc(Cl)cc2Cl)cn1
  0 | 6 | 0.3 | 6 | -0.4 | -4 | -0.8 | 0 | 0.8
19	Cc1cc(NC(=O)C(C)Oc2ccc(C(C)(C)C)cc2)no1 (stereo not given)
  3 | 2 | 0.9 | 9 | -0.3 | -2 | x | -3 | -0.5
20	CCOC(=O)COc1ccc(S(=O)(=O)NCCC2=CCCCC2)cc1
  -6 | 0 | 0.9 | 1 | 0.7 | 9 | -0.5 | -5 | x
21	CCOC(=O)n1c(=O)n(Cc2ccccc2C)c2ccccc21
  -8 | 10 | -2.0 | 9 | -2.5 | 8 | -2.5 | -3 | 1.8
22	CN(CC(=O)Nc1ccccc1N1CCOCC1)S(=O)(=O)c1ccc(Cl)cc1
  -5 | -1 | 1.9 | 8 | 0.4 | 10 | -3.6 | 0 | x
23	Cc1ccc(C)c(S(=O)(=O)N2CCN(C(=O)c3ccnn3C)CC2)c1
  -7 | -4 | -1.4 | 8 | 1.3 | 2 | x | 0 | -0.4
24	COCCN1C[C@@H](CO)O[C@@H](n2cnc3c(N4CCN(c5ccccc5)CC4)ncnc32)C1
  -4 | 6 | x | 7 | -0.2 | 22 | 0.7 | 1 | -5.0
25	COc1cc(O)cc2c1C(=O)O[C@@H](C)CCCC(=O)CCCCC2
  -6 | -1 | -0.4 | 0 | 2.4 | -10 | -0.2 | -6 | -9.6
26	CCCCC(=O)Nc1ccc(C(=O)NNC(=O)c2ccco2)cc1
  3 | -4 | -0.1 | -4 | 0.1 | -13 | 0.6 | -9 | -0.7
27	CC(Sc1nc2ccccc2c(=O)[nH]1)C(=O)O (stereo not given)
  1 | 7 | -0.3 | 0 | -0.2 | 24 | -3.3 | -2 | x
28	COCCN(CCOc1cc(C)cc(C)c1)Cc1ccc(Cl)cc1
  3 | -4 | 0.9 | 28 | -1.0 | -16 | -0.9 | 2 | 0.6
29	CCOC(=O)c1c(N)nn(C(=O)CC)c1-c1ccccc1
  12 | -2 | 0.0 | 3 | 1.0 | -5 | -2.1 | 4 | x
30	O=C(CSCC(=O)N1CCOCC1)Nc1nc(-c2ccccc2)cs1
  -3 | 2 | -0.5 | 2 | -1.8 | 20 | -2.5 | -9 | -1.3

Three structures from above, arranged by formula weight, rising.
Values in the order – BoNT F protease | PrPC TRFRET | PfHsp40 yeast | Y pestis TopoI | BoNT A protease | CCHFV vOTU inh | FadD28 binding | Anthrax LF inh2 | TcdB inh
16	CCCN(C#N)c1nc(NCC)nc(NC(C)C)n1
  4 | 9 | 0.1 | 1 | 0.1 | 3 | -2.4 | 0 | x
28	COCCN(CCOc1cc(C)cc(C)c1)Cc1ccc(Cl)cc1
  3 | -4 | 0.9 | 28 | -1.0 | -16 | -0.9 | 2 | 0.6
24	COCCN1C[C@@H](CO)O[C@@H](n2cnc3c(N4CCN(c5ccccc5)CC4)ncnc32)C1
  -4 | 6 | x | 7 | -0.2 | 22 | 0.7 | 1 | -5.0

New compounds follow:
Values in the order – BoNT F protease | PrPC TRFRET | PfHsp40 yeast | Y pestis TopoI | BoNT A protease | CCHFV vOTU inh | FadD28 binding | Anthrax LF inh2 | TcdB inh
31	CC(=O)Nc1ccc(S(=O)(=O)NCC2CCC(C(=O)N3CCCCC3)CC2)cc1 (stereo not given)
  -6 | -4 | 1.3 | 5 | -3.0 | 17 | 0.2 | -17 | 0.3
32	Cc1ccc(C(=O)NN=CC(=O)c2ccccc2)c(C)c1
  0 | -2 | -0.3 | 3 | -0.6 | -2 | 0.6 | -1 | 0.7
33	O=c1sc(N2CCN(c3ccccc3F)CC2)nc2ccsc12
  2 | 2 | 0.6 | 28 | -1.2 | 0 | -5.5 | -4 | 0.8
34	COc1ccccc1C(=O)COC(=O)c1ccc(-n2cnnn2)cc1
  2 | -6 | 0.7 | -6 | 0.6 | 6 | -2.4 | -1 | -1.2
35	O=C(Nc1ccc2c(c1)OCCO2)c1c[nH]c(=O)n(-c2ccc(F)c(Cl)c2)c1=O
  -2 | -5 | 0.7 | -8 | -3.5 | 16 | -1.7 | -1 | -0.9
36	Cc1csc(SCC(=O)N(C)CC(=O)Nc2ccccc2Cl)n1
  -4 | 9 | -0.3 | 0 | 2.7 | -5 | -0.3 | -2 | -0.3
37	CN(C)CCNc1ncnc2c1ncn2[C@H]1CN(Cc2ccc(Cl)cc2)C[C@@H](CO)O1
  -1 | -3 | x | 1 | -0.1 | -7 | -3.0 | -2 | 0.9
38	CC(=O)Nc1cccc(-c2ccnc3c2CC(C)(C(=O)NCC2CC2)O3)c1 (stereo not given)
  -3 | -2 | x | 5 | -0.3 | -18 | -0.7 | -2 | 4.8
39	COc1ccc(OC)c(C(O)C2CCCCN2)c1 (stereo not given)
  x | -5 | -1.1 | 4 | x | 12 | -0.5 | x | 0.6
40	CC1CCN(c2nc3ccc(C(=O)N4CCN(Cc5ccccc5)CC4)cc3s2)CC1
  1 | 6 | -0.4 | 16 | -1.2 | 3 | -3.9 | -3 | 1.8
41	Cc1ccccc1Nc1ncnc(N)n1
  5 | -2 | -0.3 | -9 | -0.8 | 0 | 2.0 | 8 | -0.4
42	CSc1snnc1-c1ccccc1
  -16 | 1 | -0.9 | 9 | -2.2 | -3 | 0.5 | -9 | 1.5
43	O=C(NNC(=S)NCC1CCCO1)c1ccc(S(=O)(=O)N2CCOCC2)cc1 (stereo not given)
  -7 | -3 | 0.6 | 7 | -1.1 | -10 | -1.7 | 1 | 0.4
44	COc1cccc(OP(=O)(Nc2ccccc2)Oc2cccc(OC)c2)c1
  -14 | x | 16 | 32 | 2.3 | x | -0.9 | -2 | x
45	S=C(NCCc1ccccc1)N1CCOCC1
  1 | 10 | 1.6 | -1 | -1.4 | -11 | x | -9 | -0.3
46	CCOc1ccccc1NC(=O)COn1nnc2ccc(Cl)cc21
  -194 | 2 | 2.9 | 6 | -11 | 3 | -1.2 | 4 | x
47	CC12CS(=O)(=O)CC1SC(=S)N2Cc1ccccc1 (stereo not given)
  4 | -2 | -1.1 | -4 | 0.7 | 3 | -3.6 | 6 | -0.3
48	CCOc1ccc(N=Cc2c(O)c3ccccc3oc2=O)cc1
  -4 | -2 | -0.8 | -9 | 0.3 | -19 | -3.9 | -1 | x
49	CC(C)C(=O)Nc1nnc(-c2ccco2)s1
  1 | -3 | x | 9 | 0.1 | -5 | -3.5 | -1 | -0.3
50	O=C(Cn1nnc2ccccc2c1=O)NCC1CCC(C(=O)O)CC1 (stereo not given)
  2 | 0 | -1.2 | 2 | -0.7 | 4 | -2.3 | -4 | 0.0
51	O=C(c1cccs1)N1C(=O)c2cccc3cccc1c23
  x | -3 | -0.2 | 1 | x | 13 | 0.0 | x | 2.4
52	CC(C)(C)NS(=O)(=O)c1ccc(NC(=O)c2cc(-c3ccccc3)nc3ccccc23)cc1
  u | 1 | -1.0 | -1 | u | -5 | 0.0 | u | x
53	O=C1Nc2cc(Cl)c(Cl)cc2N(O)N1c1cccc(Cl)c1
  4 | -2 | 4.1 | 10 | 0.4 | 12 | -1.7 | 2 | x
54	C/C(CC(=O)Nc1ccc(Cl)cc1Cl)=N\NC(N)=S
  -8 | -5 | -1.4 | 1 | -0.2 | -20 | -1.6 | -5 | x
55	C[C@H]1CNC(=O)c2c(C(=O)NC3CCN(C(=O)OC(C)(C)C)CC3)ncn21
  -5 | 0 | x | x | 0.2 | 4 | -0.6 | -9 | -0.3
56	O=C1CCCS(=O)(=O)c2ccccc21
  -9 | 7 | -0.6 | -1 | -0.6 | -7 | -3.1 | 1 | x
57	COc1ccc2nc(NC(=S)NC(=O)c3ccco3)sc2c1
  -3 | 7 | -0.1 | 1 | -0.1 | -1 | -1.8 | -3 | x
58	CCOc1ccc(/C=N/NC(=O)c2nnn(-c3nonc3N)c2COc2ccc(F)cc2)cc1
  u | -3 | -0.6 | 11 | -4.3 | -20 | -0.4 | -14 | 0.2
59	Cc1cc(C(=O)CCl)c(C)n1CCc1ccc(Cl)cc1
  0 | -8 | -0.3 | 13 | -0.3 | -1 | -6.8 | -3 | 0.6

In the list so far, these have an NH in an aromatic ring:
Values in the order – BoNT F protease | PrPC TRFRET | PfHsp40 yeast | Y pestis TopoI | BoNT A protease | CCHFV vOTU inh | FadD28 binding | Anthrax LF inh2 | TcdB inh
4	O=C(NCC(O)c1nc2ccccc2[nH]1)c1cc([N+](=O)[O-])ccc1F (stereo not given)
  -9 | -32 | x | x | -0.5 | 1 | -3.9 | 2 | 2.4
8	C[C@@H](NC(=O)c1[nH]cnc1C(=O)Nc1nccs1)c1ccccc1
  2 | 4 | -0.8 | 0 | 0.2 | 3 | -7.0 | -3 | 0.7
27	CC(Sc1nc2ccccc2c(=O)[nH]1)C(=O)O (stereo not given)
  1 | 7 | -0.3 | 0 | -0.2 | 24 | -3.3 | -2 | x
35	O=C(Nc1ccc2c(c1)OCCO2)c1c[nH]c(=O)n(-c2ccc(F)c(Cl)c2)c1=O
  -2 | -5 | 0.7 | -8 | -3.5 | 16 | -1.7 | -1 | -0.9
